From PubChem
L3MBTL1 inh = inhibitors of human L3MBTL1 | Potency, µM (series often up to 57.1 µM), for the others: at the top dose activity, negative = inhibition, most hits filed as inhibitors | AlphaScreen L3MBTL1–H3K9me1 peptide binding | actives 0.66% (n = 230,000); note: nearly all actives have a fitted effect of over 60% in size
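AlphaScreen assay: L3MBTL1 (50 nM final) was preincubated 30 min at room temperature with biotinylated H3(1-15)K9me1 peptide (75 nM final), then 30 min with library compounds; streptavidin donor and nickel chelate acceptor beads (10 ug/mL final) added, 30 min dark.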
JMJD2E inh = inhibitors of human JMJD2E histone demethylase | actives 1.6% (n = 230,000) | Potency, µM (doses to about 57.1 µM), without a hit: at the top dose activity change, negative = inhibition, actives largely listed as inhibitors | JMJD2E catalytic domain, FDH-coupled NADH fluorescence (FDH is formaldehyde dehydrogenase); active = well fitted inhibition curve with a large enough effect, not every such curve was filed as active; inconclusive = small, poorly fitted or top-dose-only effect, or another doubt; inactive = no such curve, though single readings can be large or run the other way;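 note: 0% = wells with enzyme and -100% = buffer wells without enzyme; nearly all actives have a fitted effect of over 50% in size; many of its hits are not listed in these tables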
Target sequence (B2RXH2 1-337 limits assumed): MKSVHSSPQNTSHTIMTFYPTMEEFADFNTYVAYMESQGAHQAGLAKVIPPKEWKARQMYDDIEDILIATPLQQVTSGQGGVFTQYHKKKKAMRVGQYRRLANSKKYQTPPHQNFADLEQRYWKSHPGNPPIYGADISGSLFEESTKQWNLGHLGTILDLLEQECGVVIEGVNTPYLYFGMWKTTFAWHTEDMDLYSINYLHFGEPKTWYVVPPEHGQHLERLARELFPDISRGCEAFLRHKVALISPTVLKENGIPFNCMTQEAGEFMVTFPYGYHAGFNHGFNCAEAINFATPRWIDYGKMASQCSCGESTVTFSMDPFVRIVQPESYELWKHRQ
Tau FP inhib = blocks human tau fibril formation measured by polarization; actives 0.39% (n = 280,000); Potency, µM (doses to about 57.7 µM), without a hit: top-dose activity, negative = inhibition, most hits filed as inhibitors; P10636; AID 1468; K18 P301L tau heparin fibrillization, Alexa594 FP, 6 h; note: nearly all actives have a fitted effect of over 55% in size
Target sequence (P10636 561-689 P618L limits assumed): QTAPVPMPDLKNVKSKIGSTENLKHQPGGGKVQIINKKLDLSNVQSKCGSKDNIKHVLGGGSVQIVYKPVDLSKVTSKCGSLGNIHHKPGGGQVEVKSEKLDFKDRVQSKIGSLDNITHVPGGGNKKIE
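Human tau K18 […] P301L fragment, 15 uM unlabeled plus 0.24 uM Alexa 594-labeled tau (final), with compound and 20 uM heparin in 100 mM sodium acetate pH 7; 6 hr at 37 C, then Alexa 594 FP read.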
TRb-SRC2 inh = disrupts binding of human TR beta to SRC2; P10828; TRbeta-SRC2 peptide binding, fluorescence polarization; receptor liganded with 1 µM T3; Potency, µM (titrated, usually from 106 µM), for the others: at the highest dose activity change, negative = inhibition, most hits filed as inhibitors; actives 0.065% (n = 280,000); AID 1469;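 note: plate controls were bound peptide for no effect and peptide without receptor for full effect; nearly all actives have a fitted effect of over 50% in size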
Target sequence (P10828 whole entry, looked up): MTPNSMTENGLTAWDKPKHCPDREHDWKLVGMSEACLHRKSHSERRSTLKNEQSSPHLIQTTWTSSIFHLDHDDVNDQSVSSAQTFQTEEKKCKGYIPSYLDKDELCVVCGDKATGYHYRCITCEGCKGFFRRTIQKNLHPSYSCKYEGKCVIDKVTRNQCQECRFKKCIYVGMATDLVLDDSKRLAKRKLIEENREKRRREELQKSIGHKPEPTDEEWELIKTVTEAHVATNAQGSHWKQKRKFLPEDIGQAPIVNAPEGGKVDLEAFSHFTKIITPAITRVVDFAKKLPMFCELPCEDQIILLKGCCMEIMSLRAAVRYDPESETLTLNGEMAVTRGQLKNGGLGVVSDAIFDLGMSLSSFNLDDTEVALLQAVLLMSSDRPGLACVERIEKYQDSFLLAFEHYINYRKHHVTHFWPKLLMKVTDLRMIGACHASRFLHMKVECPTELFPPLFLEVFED
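Read-out is fluorescence polarization (555 nm excitation, 632 nm emission) of a Texas Red SRC2 coactivator peptide; loss of signal reflects blocked binding to human TRb ligand-binding domain in the presence of 1 uM T3.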
Tau fibril ThT = blocks human tau fibril formation measured by thioflavin T | P10636 | recombinant tau K18 P301L, heparin-induced fibrillization, ThT fluorescence | Potency, µM (top dose mostly 57.4 µM), inactives show top-dose activity, negative = inhibition, most hits filed as inhibitors | actives 2.1% (n = 270,000); note: nearly all actives have a fitted effect of over 55% in size
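Fibril formation assay: tau K18 P301L at 15 uM with trace Alexa 594 label, heparin inducer 20 uM, pH 7 sodium acetate buffer, 37 C for 6 hr; endpoint ThT signal.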
TR SRC2 fluor cs = alters Texas Red total fluorescence, flagging assay interference | TRb/SRC2 Texas Red total fluorescence interference | Potency, µM (top dose mostly 106 µM), inactives show at the top dose fluorescence change, negative = quenching | actives 0.29% (n = 280,000); active = well fitted curve in either direction with a large enough effect; inconclusive = small, poorly fitted or top-dose-only effect
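Human TRb ligand-binding domain at 0.6 uM with 20 nM Texas Red SRC2 peptide in Tris buffer containing 1 uM T3 and 5% DMSO, incubated with compound 5 h at ambient temperature. Total fluorescence (555/632 nm) calculated as parallel + 2 × perpendicular.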
RECQ1 inh = RECQ1 (human) helicase inhibition. Potency, µM (top dose mostly 57.3 µM), inactives show at the highest dose activity, negative = inhibition, actives largely listed as inhibitors. AID 2549. RECQ1 DNA unwinding, red fluorescence kinetic read. actives 0.54% (n = 240,000);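 note: plate controls were vehicle for no effect and no enzyme for full effect; nearly all actives have a fitted effect of over 30% in size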
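RECQ1T1 50 nM; forked duplex (20 bp + 30-nt ss tails) 200 nM, ATP 2 mM final; pH 8.0, 2 mM MgCl2, 2.5 ug/ml poly(dI-dC); 15 min compound preincubation; discontinuous kinetic read over 2 h at RT.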
GoLoco inh red = blocks human Gai1 binding to RGS12 GoLoco peptide, red readout. P63096. Gai1:RGS12 GoLoco peptide FP, rhodamine, 10 min. actives 0.44% (n = 230,000). AID 880. Potency, µM (doses to about 61.6 µM), for the others: top-dose activity, negative = inhibition, usual class: inhibitors; active = well fitted inhibition curve with a large enough effect, not every such curve was filed as active; inactive = no such curve, though single readings can be large or run the other way; note: nearly all actives have a fitted effect of over 30% in size; many of its hits are not listed in these tables
* = called active by the depositor; i = inactive; ? = inconclusive; · = no result given; & = joins results of further samples; [ ] = dose if it differs, or a comment. Unless noted, calls come from the whole dose curve; as a rule, active = well fitted curve in the direction sought with a large enough effect; inconclusive = small, poorly fitted or top-dose-only effect, or another doubt; inactive = no such curve, though single readings can be large; an effect the other way counts as inactive or inconclusive. Unless noted, % is set by controls: 0 for no effect and ±100 for the full control effect; potency is the fitted concentration of half-maximal effect.

mol	TR SRC2 fluor cs	L3MBTL1 inh	Tau fibril ThT	RECQ1 inh	GoLoco inh red	JMJD2E inh	TRb-SRC2 inh	Tau FP inhib
Cc1ccc(S(=O)(=O)N(C)C)cc1NC(=O)C1CCC1	-3%	2%	-2%	-1%	1%	5%	4%	-4%
COc1ccc(Oc2nccc(-c3ccccc3)c2C#N)cc1	2%	16%	?	-5%	5%	1%	1%	-7%
Cc1cc(C)cc(NC(=O)COC(=O)CCCC2=NS(=O)(=O)c3ccccc3N2)c1	-1%	·	-7%	?	8%	-4%	9%	-9%
c1ccc(-c2cc3c(N4CCOCC4)ncnc3s2)cc1	-6%	-2%	-16%	i	8%	?	-2%	4%
COc1cc(C(=O)NCCCNc2nc3cc(C)c(C)cc3cc2C#N)cc(OC)c1OC	-2%	·	-17%	-4%	17%	?	4%	4%
CCOC(=O)CN(C(=O)CSc1nnc2c(n1)[nH]c1ccc(OC)cc12)c1ccc(F)cc1	-3%	-5%	?	4%	18%	0%	-4%	?
CCOC(=O)c1c(C)[nH]c(C)c1S(=O)(=O)N1CCC(C(=O)NCc2cccc(C)c2)CC1	-1%	·	-15%	·	·	·	6%	-7%
CCOC(=O)c1cnc2c(C)c(-c3ccccc3)[nH]n2c1=O	-2%	-1%	?	i	6%	?	-2%	-3%
CC(C)NC(=S)N1CCC(Cc2ccccc2)CC1	2%	-20%	-6%	-6%	-1%	-4%	0%	-4%
CS(=O)(=O)c1ccc2nc(NC(=O)CC3CCCC3)sc2c1	-1%	5%	13%	-6%	20%	-2%	-18%	-2%
COc1ccc(S(=O)(=O)NC(C(C)C)C(C)C)cc1OC	-5%	-19%	-1%	-4%	-3%	-8%	0%	-3%
CC1=C(C)C(=O)N(CCC(=O)O)C1=O	-5%	2%	-3%	-10%	14%	5%	2%	1%
CC1CC[C@@]2(C(=O)O)CCC3(C)C(=CCC4[C@]5(C)CC(O)C(O)[C@](C)(CO)C5C(O)C[C@@]43C)C2C1C (stereo not given in full)	-2%	·	-6%	24%	0%	-16%	11%	3%
CCOC(=O)C1=C(C)N=C2SCCC(=O)N2[C@@H]1c1cccs1	-1%	·	·	-4%	7%	1%	-5%	7%
CC(C)c1nc(NCCO)c(C#N)c2c1CCCC2	6%	-1%	-16%	17%	1%	-1%	3%	-9%
COc1ccc(/C=C/C(=O)ONC2=NCCCCC2)cc1OC	-4%	-9%	?	i	3%	-15%	-2%	-7%
COc1cccc(Cn2cnc3c2c(=O)n(C)c(=O)n3C)c1	5%	·	0%	·	·	·	10%	-5%
Cc1cc(-c2csc(N)n2)c(C)n1Cc1ccccc1	6%	·	?	-16%	68%[activator]	3%	2%	-8%
O=C(Nc1ccn(Cc2ccccc2F)n1)c1ccc(COc2ccccc2Cl)cc1	1%	·	-10%	-15%	-10%	-17%	-10%	?
COc1ccc(OC)c(-n2c(C)ccc2-c2ccc(S(C)(=O)=O)cc2)c1	-2%	·	-13%	-4%	7%	?	1%	?

3 structures out of the list, ordered by count of non-hydrogen atoms, descending:
mol	TR SRC2 fluor cs	L3MBTL1 inh	Tau fibril ThT	RECQ1 inh	GoLoco inh red	JMJD2E inh	TRb-SRC2 inh	Tau FP inhib
CCOC(=O)CN(C(=O)CSc1nnc2c(n1)[nH]c1ccc(OC)cc12)c1ccc(F)cc1	-3%	-5%	?	4%	18%	0%	-4%	?
CCOC(=O)C1=C(C)N=C2SCCC(=O)N2[C@@H]1c1cccs1	-1%	·	·	-4%	7%	1%	-5%	7%
c1ccc(-c2cc3c(N4CCOCC4)ncnc3s2)cc1	-6%	-2%	-16%	i	8%	?	-2%	4%

(next part)
mol	TR SRC2 fluor cs	L3MBTL1 inh	Tau fibril ThT	RECQ1 inh	GoLoco inh red	JMJD2E inh	TRb-SRC2 inh	Tau FP inhib
Cc1ccc(N/N=C(\Cc2nc3ccccc3[nH]2)c2ccccc2)cc1	?	-1%	?	-18%	-11%	?	6%	-3%
O=C(O)/C=C/C(=O)Nc1ccccc1C(=O)OCC(=O)c1ccc2c(c1)OCCO2	-2%	3%	?	-8%	1%	-26%	7%	2%
CCCCSCc1nc2ccccn2c1Br	-9%	-20%	-1%	0%	2%	?	-6%	12%
Cc1nn(Cc2ccccc2)c(C)c1NC(=O)CCCn1nc(C)c([N+](=O)[O-])c1C	-1%	10%	6%	0%	-1%	-1%	-1%	3%
O=C(Cn1nnc(-c2ccc(Cl)cc2)n1)NCCC1=CCCCC1	1%	2%	5%	i	-1%	1%	-4%	-7%
CC(C)NC(=O)NC(=O)COC(=O)c1cccc(OC(F)F)c1	1%	8%	-5%	-8%	-12%	1%	5%	-6%
OCCC1CN(Cc2nc(-c3ccccc3)cs2)CCN1C1CCCC1 (stereo not given)	-8%	9%	1%	i	4%	6%	-1%	1%
Cn1c(=O)c2c(nc(CN3CCOCC3)n2CC(O)CO)n(C)c1=O (stereo not given)	1%	·	-4%	i	12%	2%	-7%	1%
COCCN(C(=O)CCc1ccccc1OC)c1nnc(-c2cccnc2)s1	-6%	-11%	-1%	-7%	-2%	?	-1%	8%
CC(C)(C)c1ccc(/C=C/C(=O)NC2=NCCS2)cc1	·	32%[activator]	2%	-2%	-11%	7%	·	3%
COc1ccc(NC(=O)c2nc[nH]c2C(=O)N2CCN(c3ccccc3)CC2)cc1	-1%	·	-2%	-3%	9%	56%[activator]	-8%	3%
O=C(c1ccc(Cl)cc1[N+](=O)[O-])N1CCN(c2ccccn2)CC1	-1%	-6%	12%	i	13%	7%	0%	4%
NNC(=O)c1ccc(COc2ccc3c(c2)CCC3)cc1	1%	-18%	?	-11%	4%	14%	12%	1%
CCC(=O)c1cc2c(cc1NC(=O)c1ccc(C)cc1)OCCO2	-1%	3%	-13%	-2%	-5%	5%	-2%	-5%
Cc1nc2n(COCCO)cnn2c(=O)c1Br	3%	·	-9%	i	4%	3%	5%	-5%
Cc1noc(NS(=O)(=O)c2ccc(NC(=O)CCC3CCCC3)cc2)c1C	-1%	·	-6%	-13%	6%	0%	4%	12%
Nc1c(Cl)ncnc1N1CCCC1	-5%	1%	5%	10%	20%	-11%	-3%	2%
O=C1CS(=O)(=O)C2(C(=O)N(Cc3ccccc3)c3ccccc32)N1c1ccc(F)c(Cl)c1 (stereo not given)	-1%	·	-15%	·	·	·	14%	?
Nc1nonc1-c1nc2ccccc2n1Cc1ccc(F)cc1Cl	-1%	-1%	1%	-14%	32%[activator]	5%	13%	-3%
COc1ccccc1CNC(=O)CN(C)S(=O)(=O)c1cccc2cccnc12	-3%	·	·	-6%	1%	3%	-1%	6%
COCCCNC(=O)CSc1c2c(nc3ccc(Cl)cc13)CCCC2	0%&-1%	·	-6%&-12%	-20%	6%	-7%	-5%&-7%	0%&-6%
CCCCP(=O)(CCCC)c1ccccc1C(=O)O	-8%	8%	12%	-7%	-21%	-3%	-4%	-1%
Nc1nc(SC23CC4CC(CC(C4)C2)C3)ns1	-1%	·	-9%	15%	-8%	1%	-4%	3%
Cc1ccc(C(=O)O)cc1NC(=O)c1nsc2ccccc12	-1%	·	?	·	·	·	-3%	?
CCN(CC)S(=O)(=O)c1ccc(N2CCCCS2(=O)=O)cc1	0%	·	-2%	·	·	·	3%	-2%
O=C(O)c1ccccc1C(=O)c1ccc(Sc2ccc(Cl)cc2)c([N+](=O)[O-])c1	-2%	-12%	-22%	2%	-2%	6%	3%	-5%
O=C(Nc1ccc(F)c(Cl)c1)NC1CC1	-1%	-2%	1%	i	5%	-1%	3%	-6%
O=C(O)c1ccc(N2C(=O)/C(=C/C=C/c3ccccc3)SC2=S)cc1	3%	-2%	?	i	17%	6%	-6%	3%
COCCN(C(=O)CN1CCN(S(=O)(=O)c2ccc(F)cc2)CC1)c1c(N)n(Cc2ccccc2)c(=O)[nH]c1=O	-2%[53 µM]	4%	6%	-10%	0%	0%	3%[53 µM]	-10%
COc1ccccc1N(C)S(=O)(=O)c1ccc(C(=O)OCC(=O)N2CCC2)cc1	-2%	-13%	-5%	5%	2%	-6%	-2%	-2%
Cc1ccc(C(=O)CSc2nc3ccccc3c(=O)[nH]2)cc1C	1%	15%	?	i	-9%	?	-8%	?
CCOc1cc(/C=N/NC(=O)C(C)Sc2ccccc2)ccc1O (stereo not given)	-1%	?	-6%	i	17%	-2%	10%	5%
COc1ccc2c(CC(=O)OCC(=O)Nc3ccc(S(N)(=O)=O)cc3)coc2c1	1%	·	-5%	-2%	0%	-6%	2%	-3%
CC(=O)n1nc(-c2ccc(C)cc2)nc1NCc1ccco1	0%	·	-12%	i	-2%	1%	2%	-11%
CC(=O)Nc1ccc(Nc2cc(C(C)C)nc3c(-c4ccccc4)c(C)nn23)cc1	-5%	-4%	?	0%	-1%	?	-9%	?
Cc1ccc2[nH]c(=O)c(CN(CC3CCCO3)C(=S)Nc3ccccc3)cc2c1 (stereo not given)	-4%	1%	-6%	0%	-11%	?	1%	-10%
Nc1nonc1-n1nnc(C(=O)N/N=C/c2ccccc2)c1CSc1ccccc1	-2%	·	·	-11%	-14%	9%	-7%	?
CCCCNC(=O)CSc1nc2cc3c(cc2c(=O)n1Cc1ccc(C(=O)NCCc2ccc(OC)c(OC)c2)cc1)OCO3	-3%	·	6%	·	·	·	-2%	2%
CCOC(=O)N1CCN(C(=O)c2ccc3c(c2)N(Cc2ccccc2F)C(=O)c2ccccc2S3(=O)=O)CC1	-10%	·	3%	·	·	·	6%	-1%
O=C(Nc1cc(-c2ccccc2)[nH]n1)c1ccccc1	-3%	-9%	26%	10%	1%	3%	-5%	-1%
Nc1nncn1C(=O)CCCN1C(=O)c2ccccc2C1=O	-1%	·	-8%	3%	-5%	2%	-2%	-1%

Only part of the results is shown; rates above refer to the full screens.
